Lipid droplet: hepatic lipid droplet formation modulation. 0.4% of 240,000 active. inhibition, % at 6.5 µM. AML12 mouse hepatocytes, oleate lipid droplets, BODIPY imaging;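 active = lipid droplet intensity inhibited by at least 50%, with more than 500 cells counted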
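Test system: AML12 hepatocytes (mouse); reagent: oleate loading, 100 µM; dosing: one dose, 6.5 µM compound; incubation: overnight exposure; signal: fluorescence imaging, 20x objective, two fields per well; read-out basis: % inhibition of corrected integrated BODIPY droplet signal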
Lipid droplet cells 6.5 µM: further read-out of Lipid droplet, marked with its call; cell count; measured here: cell count, cytotoxicity flag;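 cells counted across two imaged fields per well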
The depositor's hits bear a star.

#	SMILES	Lipid droplet	Lipid droplet cells 6.5 µM
1	COc1ccc(N2CCN(S(=O)(=O)c3c(C)nc4sccn4c3=O)CC2)cc1	0.9	786
2	O=C(Nc1ccc(Cl)cc1Cl)c1cc2ccccc2o1	-2.2	827
3	O=C(NCc1ccncc1)c1ccccc1Nc1ccc(SC(F)F)cc1	-6.4	799
4	Cc1c(C(=O)N(C)C2CCCCC2)sc2ncnc(N3CCN(c4ccccc4F)CC3)c12	-37.0	746
5	COc1cc(C(CC(=O)Nc2ccccn2)N2Cc3ccccc3C2=O)cc(OC)c1OC (stereo not given)	0.1	833
6	CC1CCN(C(=O)Cn2c(=O)oc3cc(S(=O)(=O)N4CCCCC4)ccc32)CC1	2.4	751
7	Cc1ccc(C(=O)Nc2nc(C)c(C(=O)N(C)C)s2)o1	0.5	830
8	CCc1cc(C(=O)OC)c(NC(=O)CN2CCN(C(=O)C3CCCO3)CC2)s1 (stereo not given)	-0.1	769
9	CCOc1cc(/C=C(\C#N)C(=O)Nc2ccc(S(N)(=O)=O)cc2)ccc1OCCN1CCOCC1	-1.9	825
10	CCOC(=O)c1c(C)[nH]c(C(=O)OCc2ccccc2F)c1C	-1.1	717
11	COc1ccc(CNC(=O)c2nn(-c3ccccc3)cc2OC)cc1	2.5	752
12	O=S1(=O)CCOCCCN1Cc1ccccc1	-2.1	798
13	O=C(CNC(=S)N(CCCN1CCOCC1)Cc1cccs1)NCc1ccccc1Cl	10.7	747
14	CCn1cc(CN2CCC(C(=O)Nc3cccc(-c4cccc(OC)c4)c3)CC2)cn1	7.8	848
15	COc1ccc(CC(=O)OCC(=O)N2CCCC(C)C2)cc1 (stereo not given)	5.2	798
16	N#Cc1ccc[n+](CC(=O)c2ccc(Cl)cc2)c1	11.5	852
17	CN(Cc1cnccn1)C(=O)CC1C(=O)NCCN1Cc1cccc(F)c1 (stereo not given)	4.0	660
18	CC1CCc2nc3ccc(S(=O)(=O)N4CCC(C(=O)NC(C)c5ccccc5)CC4)cc3c(C(=O)O)c2C1 (stereo not given)	0.8	763
19	Cc1ccc(C)c(N(CC(=O)NC2CCCCC2)C(=O)c2csnn2)c1	-6.9	673
20	COCCCn1c(-c2ccc(OC)cc2)nc2c1c(=O)[nH]c(=O)n2Cc1ccccc1	-2.8	815
21	Cc1ccc(S(=O)(=O)NCCC(=O)Nc2cc(S(=O)(=O)N(C)C)ccc2C)cc1C	-16.7	823
22	COc1ccc(CCNC(=O)c2ccc3c(c2)NC(=O)C(CSCc2cc(C)ccc2C)N3)cc1OC (stereo not given)	10.7	744
23	Cc1ccc(OCCNC(=O)c2ccccc2O)cc1	-1.1	813
24	COc1cccc(CNC(=O)CCCNC(=O)c2ccc(Cl)cc2)c1	30.0	688
25	Cc1[nH]c(=S)c(C#N)c(C)c1CC(=O)c1ccc(Br)cc1	-6.2	821
26	Cc1ccc(C)c(OCc2cc(C(=O)N3CCN(c4cnccn4)CC3)no2)c1	-14.7	705
27	CCOc1ccc(NC(=O)N2CCN(C(=O)c3ccco3)CC2)cc1	6.5	698
28	CC(C)CCNC(=O)c1ccc2c(Cl)c3c(nc2c1)CCC3	-0.9	805
29	O=C1COc2ccc(S(=O)(=O)CCC(=O)N3CCN(c4cccc(Cl)c4)CC3)cc2N1	-49.1	767
30	COc1ccc(C2C(C(C)=O)=C(O)C(=O)N2c2ccc(O)cc2)cc1 (stereo not given)	1.1	800
31	Nn1c(SCc2ccc([N+](=O)[O-])cc2)nc2ccccc2c1=O	1.9	865
32	COc1ccc(CN2CCN(Cc3ccc4ccccc4c3)CC2)cc1OC	7.7	811
33	COC(CNC(=O)c1cn(C)c2ccc(S(=O)(=O)N(C)C3CCCCC3)cc2c1=O)OC	5.5	691
34	CC(Oc1ccc([N+](=O)[O-])cc1)C(=O)NCCCN1CCOCC1 (stereo not given)	0.5	695
35	COc1ccc(NC(=O)NCCCCc2ccccc2)cc1OC	-0.5	795
36	CCOc1ccccc1NC(=O)C(CC)Sc1nc2ccncc2[nH]1 (stereo not given)	20.6	663
37	O=C(N/N=C/C=N/NC(=O)c1ccco1)c1ccco1	-17.9	658
38	Cc1c(C(=O)N2CCCCC2CCN2CCCC2=O)oc2c(F)cccc12 (stereo not given)	-4.3	617
39	C=CCN1C(=O)C(CC(=O)NCC)SC1=Nc1cc(Cl)ccc1Cl (stereo not given)	-0.2	839
40	Cc1ccccc1S(=O)(=O)Cc1ccc(C(=O)NCCCN2CCCC(C)C2)o1 (stereo not given)	1.3	690
41	Cc1ccccc1NC(=O)CSc1nnc(C2CC2)n1CC1CCCO1 (stereo not given)	-1.1	742
42	COc1cc(OC)c(S(=O)(=O)N2CCN(C(=O)c3ccco3)CC2)cc1NC(C)=O	-0.2	856
43	CCOc1ccc(C(=O)n2cc(C(=O)OC)c3ccccc32)cc1OCC	-12.2	817
44	C/C(=N/NC(=O)c1ccc(C)s1)c1ccncc1	-3.7	795
45	O=C(Cc1nnc(NC(=O)c2ccccc2)s1)N/N=C/c1cccc(O)c1	-0.5	829
46	Cc1ccc2c(CN(C)Cc3cccc(Cl)c3)cc(=O)oc2c1C	-22.4	409
47	O=C(O)C/C(=C\c1cc2c(cc1Br)OCO2)c1nc2ccccc2s1	-12.8	635
48	COc1cc(Cl)ccc1OCc1cc(C(=O)NCC(C)c2ccccc2)no1 (stereo not given)	-10.0	783
49	CN1C(=O)C(C)(C)c2cc(S(=O)(=O)N3CCN(c4ccccc4F)CC3)ccc21	-1.0	761
50	C=CCNC(=O)C1(S(=O)(=O)c2ccccc2)CC=CC1	-2.4	792
51	Cc1cc(NC(=O)c2cccc3c2C(=O)N(C2CCCCC2)C3)ccc1Br	-1.7	680
52	CSCC[C@H](N)C(=O)NCC1CCC(C(=O)Nc2ccc3c(c2)OCO3)CC1 (stereo not given in full)	-3.7	857
53	CSc1ccccc1NC(=O)C1CC(c2c(F)cccc2Cl)=NO1 (stereo not given)	-3.1	858
54	CCCCc1ccc(S(=O)(=O)Nc2nnc(C)s2)cc1	-11.4	797
55	COc1ccc(NC(=O)CSCC(=O)Nc2ccc(S(=O)(=O)N3CCCCC3)cc2)cc1	1.2	871
56	CC1(c2ccc(Cl)cc2)NC(=O)N(CC(=O)c2ccc3c(c2)OCO3)C1=O (stereo not given)	-1.7	686
57	CCCCc1cc(=O)oc2c(C)c(OCC(=O)N3CCC(C(N)=O)CC3)ccc12	-1.5	828
58	CN(c1ccccc1)S(=O)(=O)c1ccc2c(c1)oc(=O)n2C	-2.2	730
59	Cc1ccc(-c2csc(NC(=O)c3ccccc3Cl)c2C(=O)O)cc1	8.0	684
60	Cc1ccnc(NC(=O)C2CCN(S(=O)(=O)c3ccc4c(c3)CC(C)N4C(=O)C3CCC3)CC2)c1 (stereo not given)	-40.6	612

More entries.
#	SMILES	Lipid droplet	Lipid droplet cells 6.5 µM
61	CC(C)(C)c1ccc(S(=O)(=O)NCC2CCCO2)cc1 (stereo not given)	-1.6	807
62	COc1cc(Nc2cccc[n+]2C)cc(OC)c1OC	-2.9	839
63	N#Cc1cccc(S(=O)(=O)NCC(=O)NCCCc2ccccc2)c1	1.9	805
64	O=C(c1sc2cc(Cl)ccc2c1Cl)N1CCN(CCc2ccccn2)CC1	-20.9	713
65	COc1cccc(C2NC(=O)NC(C)=C2C(=O)OCC2CCCCC2)c1 (stereo not given)	-15.4	824
66	Cc1cc(NC(=O)COC(=O)CCS(=O)(=O)c2ccc(Cl)cc2)no1	-15.4	754
67	CC(=O)Nc1ccc(NC(=O)c2c(-c3ccccc3Cl)noc2C)c(C)c1	-6.1	807
68	COc1ccc(CNC(=O)c2cc(=O)c3ccc(C)c(C)c3o2)cc1	2.5	673
69	Cc1ccc(N2CC(C(=O)N3CCN(Cc4ccc5c(c4)OCO5)CC3)CC2=O)cc1 (stereo not given)	7.9	654
70	CSc1ccc(S(=O)(=O)N2CCC(C(=O)NCc3cccnc3)CC2)cc1	7.9	820
71	COc1ccc(-c2c(C)nn3c(NC4CCCC4)cc(C)nc23)cc1OC	11.9	662
72	O=C(N/N=C/c1ccccc1F)c1cccc2ccccc12	0.6	842
73	CCCCC(=O)NC(c1ccc(N(CC)CC)cc1)c1ccc2cccnc2c1O (stereo not given)	-84.4	505
74	COc1ccc(C(C(=O)NC(C)(C)C)N(C(=O)CCC(=O)Nc2cc(C)on2)c2ccc3c(c2)OCCO3)cc1 (stereo not given)	-15.3	783
75	Cc1cc(O)cc(=O)n1CCc1ccccc1	1.2	801
76	CC(C)c1ccc(S(=O)(=O)N2CCN(C(=O)CN3C(=O)NC4(CCCC4)C3=O)CC2)cc1	-0.6	811
77	COCCCNC(=O)COc1cc2c(c3oc(=O)c(C)c(C)c13)CCC(C)(C)O2	26.8	441
78	CC(C(=O)C12CC3CC(CC(C3)C1)C2)N1CCOCC1 (stereo not given)	11.3	852
79	CC1CCN(C(=O)c2ccccc2NC(=O)c2cccc(S(=O)(=O)N(C)C)c2)CC1	3.6	678
80	CCCCc1cc(=O)oc2cc(OCC(=O)N3CCC(C(=O)O)(c4ccccc4)CC3)ccc12	-2.7	768
81	CCN1CCCC1CNC(=O)c1cc2cc(OC)c(OC)cc2[nH]1 (stereo not given)	-6.6	789
82	COc1cccc(CN(C(=O)COc2ccc(Cl)cc2)C2CCS(=O)(=O)C2)c1 (stereo not given)	-4.6	686
83	Cc1ccc(NC(=O)Cn2nnc(C(=O)NCc3cccs3)c2N)c(C)c1	2.0	727
84	CCCCn1c(SCC(=O)OCC)nc2c(sc(=S)n2-c2ccccc2OC)c1=O	-24.7	773
85	CC1SC(=S)N(c2ccc(N(C)C)cc2)C1=O (stereo not given)	5.1	807
86	Cc1ccc(S(=O)(=O)c2nc(S(C)(=O)=O)sc2N2CCCC2)cc1	-19.6	688
87	COC(=O)C1C/C(=N\NS(=O)(=O)c2ccc(C)cc2)c2ccccc2C1 (stereo not given)	-10.9	702
88	COc1cccc(N2C(=O)c3cccnc3C2O)c1 (stereo not given)	0.1	801
89	CCCC(=O)Nc1nnc(S(=O)(=O)N(CC)c2ccc(OC)cc2)s1	-1.2	807
90	Fc1cccc(CN2CCSCC2)c1	12.1	786
91	COc1ccc(NC(=O)CSc2nnc(C)n2C2CCCCC2)cc1	8.5	771
92	Cc1ccc[n+](CC(=O)Nc2ccc(Cl)c([N+](=O)[O-])c2)c1	10.7	861
93	CC(=O)c1ccc(NC(=O)c2cc(-c3cccs3)on2)cc1	9.5	708
94	C[C@@]12C(=O)N(CCO)CC(=O)N1[C@H](/C=C/c1ccccc1)[C@@H]1C(=O)N(c3ccccc3)C(=O)[C@@H]12	-1.2	837
95	Cc1ccc2c(CC(=O)NC3CCS(=O)(=O)C3)coc2c1C (stereo not given)	-2.1	730
96	O=C(Nc1ccccc1C(=O)O)c1ccc(NC(=O)C2CCCCC2)cc1	-6.8	813

Filtered by structure: the compounds so far with two or more sulfur atoms
#	SMILES	Lipid droplet	Lipid droplet cells 6.5 µM
1	COc1ccc(N2CCN(S(=O)(=O)c3c(C)nc4sccn4c3=O)CC2)cc1	0.9	786
13	O=C(CNC(=S)N(CCCN1CCOCC1)Cc1cccs1)NCc1ccccc1Cl	10.7	747
21	Cc1ccc(S(=O)(=O)NCCC(=O)Nc2cc(S(=O)(=O)N(C)C)ccc2C)cc1C	-16.7	823
54	CCCCc1ccc(S(=O)(=O)Nc2nnc(C)s2)cc1	-11.4	797
55	COc1ccc(NC(=O)CSCC(=O)Nc2ccc(S(=O)(=O)N3CCCCC3)cc2)cc1	1.2	871
70	CSc1ccc(S(=O)(=O)N2CCC(C(=O)NCc3cccnc3)CC2)cc1	7.9	820
84	CCCCn1c(SCC(=O)OCC)nc2c(sc(=S)n2-c2ccccc2OC)c1=O	-24.7	773
85	CC1SC(=S)N(c2ccc(N(C)C)cc2)C1=O (stereo not given)	5.1	807
86	Cc1ccc(S(=O)(=O)c2nc(S(C)(=O)=O)sc2N2CCCC2)cc1	-19.6	688
89	CCCC(=O)Nc1nnc(S(=O)(=O)N(CC)c2ccc(OC)cc2)s1	-1.2	807

(continued)
#	SMILES	Lipid droplet	Lipid droplet cells 6.5 µM
97	CCOc1cccc(-c2nnc(SCC(=O)NC3CC3)n2C)c1	0.5	882
98	Fc1ccc(-c2ccc(/C=N/n3cnnc3)o2)cc1	29.9	881
99	CC1CCN(C(=O)CSc2nnc3c(n2)[nH]c2ccc(F)cc23)CC1	-7.7	804
100	Cc1ccc(NC(=O)Cn2ccc(=O)[nH]c2=O)cc1	-2.6	772
101	CCOC(=O)C1=C(c2ccccc2)NC(=O)NC1c1ccsc1 (stereo not given)	-1.1	766
102	CCOC(=O)CC1CCCCN1C(=O)CCCn1nnnc1CN1CCOCC1 (stereo not given)	-5.5	735
103	Cc1ccc(-c2nc3ccccc3[nH]2)cn1	5.1	757
104	COc1ccc(C(=O)COC(=O)c2nn(C)cc2Cl)cc1	-11.2	719
105	COc1ccc(NC(C)=[N+](C)CCNS(=O)(=O)c2ccc(Cl)cc2)cc1Cl	11.3	821
106	O=S(=O)(c1ccccc1)N1CCN(c2cccc(Cl)c2)CC1	-7.6	839
107	COCCn1c(SCC(=O)N(C)c2ccccc2)nc2c([nH]c3ccccc32)c1=O	-6.7	822
108	COc1ccc(CNCC(O)(c2ccccc2)c2ccccc2)cc1	-21.9	824
109	COc1ccc(CN2CCC(=O)N(CCO)CC2)cc1OC	2.7	792
110	CCC(CC)C(=O)Nc1nnc(S(=O)(=O)N2CCc3ccccc32)s1	0.4	755
111	COc1ccc(C(C)(C)C)cc1NC(=O)CCNC(=O)c1ccco1	12.0	766
112	CCCc1nnc(NC(=O)CCC(=O)NCc2ccccc2Cl)s1	-2.5	694
113	Cc1ccc(Nc2nc(-c3sc(N)nc3C)cs2)cc1	-6.8	789
114	CCCN1CCN(CCCNC(=O)C2CCN(c3nnc(-n4c(C)ccc4C)s3)CC2)CC1	-1.3	786
115	Cc1cc(=O)oc2cc(OCC(=O)N3CC[C@@]4(O)CCCC[C@H]4C3)c(Cl)cc12	-5.9	810

This is a subset. The share of hits here may be higher or lower than overall.
